SMARCA2 act: SMARCA2 (BRM) function activators, primary screen, cell-based, luminescence, high throughput; MG213 cells, MMTV-luciferase reporter, dexamethasone, overnight; activation, % at 9.1 µM; 370,000 tested, 1% active; AID 652017, 2013; in the data active = activation above about 7.8%;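 also: 0% = vehicle wells and 100% = reference activator wells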
ssDAF12 agonist: S. stercoralis DAF-12 nuclear receptor activators, primary screen, cell-based, luminescence, HEK293, GRIP1 co-expression, lit1-tk-luc; activation, % at 6.8 µM; AID 652126, 2013; 370,000 tested, 1% active; HEK293 ssDAF-12/GRIP1 lit1-tk-luc reporter; % of 3 µM dafachronic acid response; Nuclear hormone receptor DAF-12 (Strongyloides stercoralis);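 active = activation above the mean over all tested compounds plus 3 SD, cut at about 0.9% in these data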;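 also: 0% = DMSO-only wells and 100% = 3 µM delta7-dafachronic acid wells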
hcDAF-12 act: H. contortus DAF-12 nuclear receptor activators, primary screen, cell-based, luminescence, HEK293, lit1-tk-luc reporter; 370,000 tested, 1.4% active; HEK293 hcDAF-12 lit1-tk-luc reporter; 0% DMSO, 100% Δ7-dafachronic acid; AID 652067, 2013; activation, % at 6.8 µM;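 active = activation above the mean of all tested compounds plus 3 SD, cut at about 5.5% in these data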;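 also: 100% = response to 3 µM Δ7-dafachronic acid high control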
DAX1 inh-1: DAX1 (NR0B1) inhibitors on StAR promoter, primary screen, cell-based, luminescence, SF-1 (NR5A1), full-length DAX-1 | AID 652010, 2013 | inhibition, % at 6.8 µM | 370,000 tested, 1.1% active | HEK293T StAR-luciferase reporter, SF-1/DAX-1 repression relief;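 active = inhibition above the mean over all tested compounds plus 3 SD, cut at about 3.6% in these data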;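 also: 0% = DAX-1 cells with DMSO and 100% = cells lacking DAX-1 with DMSO; higher inhibition means more luminescence from relief of DAX-1 repression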
GC-B act: human GC-B receptor activators, primary screen, HEK293 GC-B cells, cGMP TR-FRET, EC30 CNP; 0% at EC30 CNP, 100% saturating CNP; activation, % at 10 µM; Atrial natriuretic peptide receptor 2 (Homo sapiens), P20594; AID 1920062, 2024; 370,000 tested, 0.11% active;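 active = activation at 10 µM reaching about 35% in either raw or pattern-adjusted values, limit read from the data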
Target sequence (P20594 whole entry, looked up): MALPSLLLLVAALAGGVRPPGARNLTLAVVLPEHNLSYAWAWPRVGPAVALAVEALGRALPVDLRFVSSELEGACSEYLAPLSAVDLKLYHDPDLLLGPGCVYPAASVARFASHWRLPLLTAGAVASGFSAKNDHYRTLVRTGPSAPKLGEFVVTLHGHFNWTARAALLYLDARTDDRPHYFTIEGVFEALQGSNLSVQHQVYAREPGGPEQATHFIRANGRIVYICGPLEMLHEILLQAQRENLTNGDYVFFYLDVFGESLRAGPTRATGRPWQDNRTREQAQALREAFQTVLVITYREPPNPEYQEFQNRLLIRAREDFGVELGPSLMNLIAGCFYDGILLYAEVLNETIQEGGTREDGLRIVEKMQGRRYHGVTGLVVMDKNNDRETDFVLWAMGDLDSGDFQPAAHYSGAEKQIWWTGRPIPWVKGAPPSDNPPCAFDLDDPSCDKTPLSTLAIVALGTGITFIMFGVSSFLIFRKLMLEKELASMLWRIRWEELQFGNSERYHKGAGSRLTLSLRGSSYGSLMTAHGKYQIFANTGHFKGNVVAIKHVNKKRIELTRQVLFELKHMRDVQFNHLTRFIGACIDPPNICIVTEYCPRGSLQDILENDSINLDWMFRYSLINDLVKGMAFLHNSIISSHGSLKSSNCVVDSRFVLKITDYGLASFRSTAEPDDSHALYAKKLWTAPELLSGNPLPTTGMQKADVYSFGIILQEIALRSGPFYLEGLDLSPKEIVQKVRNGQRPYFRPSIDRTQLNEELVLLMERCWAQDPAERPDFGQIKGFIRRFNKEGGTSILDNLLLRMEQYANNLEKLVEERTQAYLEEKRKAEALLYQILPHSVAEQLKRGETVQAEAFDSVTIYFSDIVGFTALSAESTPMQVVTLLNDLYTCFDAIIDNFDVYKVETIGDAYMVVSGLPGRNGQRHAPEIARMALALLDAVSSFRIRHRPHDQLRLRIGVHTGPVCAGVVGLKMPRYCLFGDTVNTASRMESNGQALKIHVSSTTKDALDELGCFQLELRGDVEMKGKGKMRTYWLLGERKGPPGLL
FXN GAA850 act: FXN promoter activators, primary screen, cell-based, luciferase luminescence, HEK293 lucGAA850; AID 540364, 2011; HEK293 lucGAA850 FXN promoter luciferase reporter, 24 h; percent of 10 µM SAHA response; activation, % at 6 µM; 360,000 tested, 0.56% active;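 active = activation above the average of all compounds screened plus 3 SD, cutoff fixed separately per campaign, cut at about 7.5% in these data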;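 also: 0% = DMSO wells and 100% = 10 µM SAHA wells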
NPR1 activator: GC-A stimulated cGMP production enhancers – HEK293 GC-A cells, cGMP TR-FRET, EC30 ANP, primary screen; Atrial natriuretic peptide receptor 1 (Homo sapiens), P16066; 0% at EC30 ANP, 100% saturating ANP; activation, % at 10 µM; 370,000 tested, 0.14% active; in the data active = activation above about 40%
hgDAF-12 ag: H. glycines DAF-12 receptor agonists, primary screen, cell-based, luminescence, HEK293, GAL4 fusion, UAS-luciferase. Nuclear hormone receptor DAF-12 (Heterodera glycines), GAL4 fusion. HEK293 GAL4-hgDAF12 UAS-luciferase reporter, agonist luminescence; normalized to butyrate control. activation, % at 6.8 µM. 370,000 tested, 1.8% active. AID 687014, 2013;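 active = activation above a cutoff set at the mean of all screened compounds plus 3 SD, cut at about 10% in these data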;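 also: 0% = DMSO wells and 100% = sodium butyrate wells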
DAX1 inh-2: DAX1 (NR0B1) inhibitors, primary screen, cell-based, HEK293, Gal4-DAX1, luciferase luminescence | 340,000 tested, 0.99% active | HEK293 Gal4-DAX1 luciferase reporter | Nuclear receptor subfamily 0 group B member 1 (Homo sapiens), P51843 | inhibition, % at 6.75 µM | AID 504766, 2011;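 active = inhibition above the mean over all tested compounds plus 3 SD, cut at about 4.2% in these data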;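 also: 0% = DAX1-transfected cells with DMSO and 100% = empty-vector control cells with DMSO; inhibition shows as a rise in luminescence from relieved DAX1 repression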
proKLK7 act: proKLK7 zymogen activators, primary screen, biochemical, fluorescence intensity | 370,000 tested, 0.9% active | Kallikrein-7 (Homo sapiens), P49862 | activation, % at 7 µM | purified proKLK7, EDANS-DABCYL substrate fluorescence; 100% is mature enzyme control, 0% vehicle | AID 652039, 2013;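 active = activation above the mean of all tested compounds plus 3 SD, computed per campaign excluding outliers beyond control limits, cut at about 13% in these data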
HGIII-sPLA2 inh: human group III sPLA2 inhibitors, primary screen, biochemical, QFRET, BODIPY PC-A2 liposome substrate | Group 3 secretory phospholipase A2 (Homo sapiens), Q9NZ20 | QFRET BODIPY PC-A2 liposome hydrolysis, fluorescence | inhibition, % at 12.2 µM | 370,000 tested, 0.56% active;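 active = inhibition above mean plus 3 SD of compounds lying within the high and low control bounds, cut at about 19% in these data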;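 also: 0% = median of test compound wells and 100% = no enzyme DMSO wells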
An asterisk follows results filed as active; / = not tested or not shown; & = joins results of further samples. Not a hit list. Share with any hit: about 6.7%.

The line under a structure holds: hcDAF-12 act	GC-B act	DAX1 inh-2	SMARCA2 act	HGIII-sPLA2 inh	ssDAF12 agonist	proKLK7 act	FXN GAA850 act	NPR1 activator	hgDAF-12 ag	DAX1 inh-1
1	CCOc1ccc(-n2c(Cc3ccccc3)nnc2SCc2c(C)noc2C)cc1
  -1.3	-2	-0.9	-1	-7	-1.7	-0.1	-0.6	-1	-1.4	-0.2
2	Cn1c(N)c(S(=O)(=O)N2CCN(Cc3ccccc3)CC2)c(=O)n(C)c1=O
  0.7	11	-1.0	-1	3	-2.1	0.1	0.5	1	-0.2	-0.7
3	Cc1ccc(C)c(OCCC(=O)OCC(=O)Nc2cc(S(=O)(=O)N3CCOCC3)ccc2C)c1
  -1.7	7	0.9	-3	-14	-1.1	0.0	-0.8	1	1.1	0.2
4	Cn1cnnc1Sc1ccc(S(C)(=O)=O)cc1[N+](=O)[O-]
  0.8	0	0.0	-2	-7	-1.7	0.2	-1.9	6	-4.1	-0.3
5	Cc1ccc(CCNC(=O)CCn2ccc3cc(S(=O)(=O)N4CCCC4)ccc32)cc1
  -2.4	0	-0.4	0	-6	-0.8	0.0	1.4	-2	-0.3	-0.6
6	Cc1cccc(C(=O)OCC(=O)N2CC(C)OC(C)C2)c1C (stereo not given)
  0.8	2	-1.4	2	-3	0.2	-0.9	1.7	5	0.5	-0.2
7	O=C(NCc1ccco1)c1ccc2nccnc2c1
  -1.8	-2	1.6	5	8	-0.9	0.0	0.6	1	3.2	0.5
8	Cc1cc(C(=O)Nc2ccc3ccccc3c2)oc1C
  7.3*	-4	2.0	4	-3	0.9	-0.5	2.6	-5	19*	2.8
9	COc1ccc2c(c1OC)C(CC(C)=O)N1CCc3cc4c(cc3C1C2=O)OCO4 (stereo not given)
  -0.5	2	/	3	-6	0.4	-0.1	0.8	-4	-1.6	0.2
10	COc1ccccc1C(=O)NC(CCSC)C(=O)N1CCN(C/C=C/c2ccccc2)CC1 (stereo not given)
  -1.5	3	-1.0	-2	2	-1.5	0.1	4.0	-1	-3.6	-1.1
11	Cn1c(/C(C#N)=C/C2CC=CCC2)nc2ccccc21 (stereo not given)
  2.8	-2	0.7	4	-3	-0.5	-0.2	1.0	4	-1.9	0.5
12	CCCCCCCCCCCCCCCC[n+]1ccccc1
  -1.6&-1.3&-3.7	12&16&17	-2.7&-3.8	-11&-7&-8	-11&-5&-16	-1.7&-1.6&-1.8	0.6&0.3&0.0	-7.7&-7.5&-7.9	-14&-16&-15	-3.3&-3.5&-5.5	-5.3&-4.2&-5.0
13	Cc1sc2nc(CN3CCCCC3)nc(Cl)c2c1C
  0.2	-2	-0.7	-1	2	-0.2	-0.5	-2.7	-1	-2.3	0.4
14	CN(Cc1ccccc1)C(=O)CCC1CCN(S(C)(=O)=O)CC1
  -0.4	0	0.2	1	3	-1.0	0.1	-0.1	-1	0.9	0.2
15	COc1cc(C(=O)NNC(=O)NC2CCCCC2)cc(OC)c1OC
  -2.2	8	0.2	2	5	-0.4	-0.6	1.1	3	-2.1	-0.3
16	O=[N+]([O-])c1ccc(C(O)C(CO)NC(=S)Nc2ccccc2)cc1 (stereo not given)
  -1.8	-2	-0.3	-4	16	-1.7	0.1	-0.9	5	-1.1	-0.2
17	COc1ccccc1OCC(=O)NCCS(=O)(=O)N1CCN(c2ccc(F)cc2)CC1
  -2.0	1	0.9	6	-4	-1.4	0.5	-0.2	-2	1.6	0.5
18	Cc1ccc(-c2cc(C(=O)N3CCc4ccccc4C3)[nH]n2)cc1C
  0.5	3	-0.3	0	6	-0.5	0.6	2.2	4	0.2	-0.8
19	C=C1C(=O)C23CCC4C(C)(C(=O)OC)CCCC4(C)C2CCC1(O)C3 (stereo not given)
  -4.7	25	-6.3	-13	17	-2.6	-0.9	-15	3	-18	-6.0
20	CC1CCc2c(sc(N)c2C(=O)OC(C)C)C1 (stereo not given)
  1.4	0	1.0	-1	6	-0.8	-0.3	2.5	1	0.3	0.4
21	O=C(Nc1ccc(Br)cn1)c1ccc(COc2c(F)c(F)cc(F)c2F)o1
  2.7	-4	-0.3	2	-4	-1.3	-0.1	2.1	-4	4.5	-0.8
22	COc1ccccc1C(=O)Nc1ccc(C(=O)Nc2ccccc2C(=O)O)cc1
  -1.4	-8	-0.7	-5	-13	-1.5	1.0	0.6	-2	8.0	1.3
23	CCc1ccc(Nc2ncc3c(n2)CC(c2ccco2)CC3=O)cc1 (stereo not given)
  -2.1	-1	-0.9	-4	2	-0.9	-3.5	0.0	-5	0.3	-0.8
24	O=C(/C=C/c1ccc(Br)cc1)Nc1ccc(S(=O)(=O)Nc2ncccn2)cc1
  -0.4	/	-1.2	0	-6	-1.1	-0.3	2.6	/	0.3	0.9
25	COc1ccc(N2CCN(C(=O)c3sc4nc(-c5ccc(F)cc5)cn4c3C)CC2)cc1
  -0.5	0	-0.7	1	-4	-1.0	-0.2	-1.5	1	0.8	0.4
26	Cc1cc(C(=O)NC(=S)Nc2cccc(C(=O)O)c2C)ccc1[N+](=O)[O-]
  1.6	2	3.0	-3	4	-0.9	-0.3	0.6	-2	1.2	1.1
27	Cc1cc(C)c(NC(=O)CO/N=C2\CCCc3nonc32)c(C)c1
  0.1	3	-0.6	-1	6	-1.2	0.4	0.4	0	2.1	0.1
28	Cc1ccc(NC(=O)CN2C(=O)N/C(=C/c3ccco3)C2=O)cc1
  -1.3	3	0.4	0	-3	-1.3	-0.1	0.3	-10	1.6	0.6
29	CC1CCN(c2nc3c(c(=O)n(C)c(=O)n3C)n2CCSc2nc3ccccc3s2)CC1
  -0.6	-2	0.1	1	-1	-0.9	0.1	5.7	-13	1.8	0.2
30	CCOC(=O)C(O)(CC(=O)c1ccc(Cl)cc1)C(=O)OCC
  1.0	0	-1.2	-3	4	-1.6	-0.3	0.2	3	-1.2	1.1

Overlap with the part before: two entries; new compounds follow.
The line under a structure holds: hcDAF-12 act	GC-B act	DAX1 inh-2	SMARCA2 act	HGIII-sPLA2 inh	ssDAF12 agonist	proKLK7 act	FXN GAA850 act	NPR1 activator	hgDAF-12 ag	DAX1 inh-1
29	CC1CCN(c2nc3c(c(=O)n(C)c(=O)n3C)n2CCSc2nc3ccccc3s2)CC1
  -0.6	-2	0.1	1	-1	-0.9	0.1	5.7	-13	1.8	0.2
30	CCOC(=O)C(O)(CC(=O)c1ccc(Cl)cc1)C(=O)OCC
  1.0	0	-1.2	-3	4	-1.6	-0.3	0.2	3	-1.2	1.1
31	Cc1ccc(S(=O)(=O)Nc2ccccc2F)cc1C(=O)NNC(=O)c1csc(N2CCOCC2)n1
  0.5	5	-0.6	-1	-3	-1.1	0.4	1.3	0	-1.3	-0.5
32	COc1ccc(Nc2nc(N)c([N+](=O)[O-])c(NCCO)n2)cc1
  0.6	-9	/	0	-1	-1.1	0.5	2.8	-2	-1.5	-0.4
33	Brc1ccc(/C=N/Nc2ccccc2)cc1
  3.6	-3	0.3	-1	-2	-1.4	-0.8	5.7	3	2.8	1.4
34	COc1ccc(NC(=O)CSCc2cc(=O)n3cc(C)sc3n2)cc1
  0.6	-1	-0.4	-2	9	-0.9	0.0	-0.3	5	-0.6	-0.1
35	Cc1nnc(SCC(=O)N2c3ccccc3C(C)(c3ccc(Cl)cc3)CC2(C)C)s1 (stereo not given)
  -1.6	-5	-3.5	-4	-8	-1.8	0.1	-3.1	-25	-2.9	-1.9
36	O=S(=O)(Nc1ccc2c(c1)OCCO2)c1cccc2cccnc12
  -2.0	2	0.5	-5	0	-1.6	-0.1	-0.5	-4	-3.1	-0.7
37	CCC(NC(=O)CC[C@H]1O[C@@H](n2cc(C)c(=O)[nH]c2=O)C[C@@H]1O)c1ccccc1 (stereo not given in full)
  0.6	2	0.2	0	4	-0.2	-0.2	0.3	0	2.1	1.3
38	Cc1nc2c(C(=O)O)cnn2c(C)c1Cc1ccccc1F
  -1.4	-5	0.7	-4	3	-0.1	-0.3	0.0	-2	1.3	0.1
39	COc1cccc(Nc2nc(C(N)CC(C)C)cs2)n1 (stereo not given)
  -1.1	-5	/	0	-1	-1.4	-0.1	-1.2	-15	0.5	-0.8
40	CCOC(=O)N1CCN(C(=O)C2CC(=O)N(Cc3ccc(OC)cc3)C2)CC1 (stereo not given)
  -2.2	1	-0.5	-1	7	-1.4	-0.4	0.4	10	0.1	-0.1
41	CC(=O)Nc1ccc(NC(=O)CSc2ncnn2-c2ccccc2)cc1
  -1.8	3	1.0	-3	11	-1.0	0.3	0.2	-5	3.5	-0.7
42	CCN(C[C@H]1N[C@@](Cc2ccccc2)(C(=O)OC)[C@H]2C(=O)N(C)C(=O)[C@@H]12)C(C)=O
  -1.5	5	-0.3	-2	3	-0.9	0.7	0.3	3	-2.2	0.8

A different layout for 3 compounds above:
#	structure	hcDAF-12 act	GC-B act	DAX1 inh-2	SMARCA2 act	HGIII-sPLA2 inh	ssDAF12 agonist	proKLK7 act	FXN GAA850 act	NPR1 activator	hgDAF-12 ag	DAX1 inh-1
39	COc1cccc(Nc2nc(C(N)CC(C)C)cs2)n1 (stereo not given)	-1.1	-5	/	0	-1	-1.4	-0.1	-1.2	-15	0.5	-0.8
36	O=S(=O)(Nc1ccc2c(c1)OCCO2)c1cccc2cccnc12	-2.0	2	0.5	-5	0	-1.6	-0.1	-0.5	-4	-3.1	-0.7
37	CCC(NC(=O)CC[C@H]1O[C@@H](n2cc(C)c(=O)[nH]c2=O)C[C@@H]1O)c1ccccc1 (stereo not given in full)	0.6	2	0.2	0	4	-0.2	-0.2	0.3	0	2.1	1.3

Screens deposited in PubChem by several laboratories.
